HTT ATP protect: cytoprotection in Huntington HTT-Q103 PC12 cell model; PC12 HTT-Q103 induced, cytoprotection, ATP luminescence, 40 h; Potency, µM (doses to about 56.4 µM), without a hit: cytoprotection (ATP increase), hits mostly activators; actives 0.14% (n = 230,000); AID 1471;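 also: % of control where 0% means no effect; nearly all actives have a fitted effect of over 45% in size; toxic huntingtin expression switched on by the ecdysone agonist tebufenozide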
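Readout: ATPlite luminescence (ATP level). Model: stable PC12, inducible Htt exon1 Q103-GFP. Inducer: tebufenozide, 100 nM final. Compounds: dose series. No G418 in medium.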
aGal spleen mod: inhibits or activates alpha-galactosidase in human spleen homogenate. human spleen homogenate, 4MU-alpha-Gal fluorescence, 40 min. Potency, µM (doses to about 80 µM), inactives show at the highest dose activity change, negative = inhibition, actives largely listed as inhibitors. actives 0.008% (n = 240,000). P06280;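 also: 0% = enzyme with vehicle and -100% = no enzyme basal signal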
Target sequence (P06280 32-429 limits assumed): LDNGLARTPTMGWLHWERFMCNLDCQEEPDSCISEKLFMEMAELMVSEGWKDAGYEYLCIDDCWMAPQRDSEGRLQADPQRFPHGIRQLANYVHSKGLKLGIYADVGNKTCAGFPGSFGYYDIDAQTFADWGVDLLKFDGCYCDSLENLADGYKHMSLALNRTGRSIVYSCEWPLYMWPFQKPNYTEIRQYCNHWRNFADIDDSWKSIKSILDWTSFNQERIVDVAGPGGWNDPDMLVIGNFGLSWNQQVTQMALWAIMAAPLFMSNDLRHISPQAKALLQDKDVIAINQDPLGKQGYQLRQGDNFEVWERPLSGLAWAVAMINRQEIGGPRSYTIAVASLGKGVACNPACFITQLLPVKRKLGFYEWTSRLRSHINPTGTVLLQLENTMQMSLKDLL
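Fluorogenic readout (Ex 365/Em 440 nm) of 4-methylumbelliferone released from 1 mM 4-MU-alpha-galactoside by spleen homogenate, 40 min at 37C, pH 5.0. Data normalized to no-enzyme and enzyme controls; Hill-equation AC50 from compound titrations.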
GAA spleen mod: inhibitors or activators of human alpha-glucosidase in spleen homogenate; P10253; human spleen homogenate, 4-MU-alpha-glucoside fluorescence; Potency, µM (doses to about 79.9 µM), inactives show top-dose activity change, negative = inhibition, most hits filed as inhibitors; actives 0.006% (n = 240,000); AID 2112;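 also: 0% = enzyme with vehicle and -100% = no enzyme basal signal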
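Compounds were titrated against alpha-glucosidase in spleen homogenate at pH 5.0, with 1 mM 4-methylumbelliferyl substrate for 40 min at 37 C. Reactions were quenched with pH 10 NaOH/glycine and fluorescence measured.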
Tau ThT inhib: inhibitors of human tau fibril formation, thioflavin T binding; AID 1460; P10636; actives 2.1% (n = 270,000); Potency, µM (series often up to 57.4 µM), inactives show top-dose activity, negative = inhibition, hits mostly inhibitors; recombinant tau K18 P301L, heparin-induced fibrillization, ThT fluorescence; also: % is scaled to controls: 0 for no effect and ±100 for the full control effect; nearly all actives have a fitted effect of over 55% in size
Target sequence (P10636 561-689 P618L limits assumed): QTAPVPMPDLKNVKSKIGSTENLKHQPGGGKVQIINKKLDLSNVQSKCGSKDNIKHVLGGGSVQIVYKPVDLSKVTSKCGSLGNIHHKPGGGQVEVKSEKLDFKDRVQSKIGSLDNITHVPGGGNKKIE
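ThT emission at 510 nm, taken 1 hr after adding 30 uM dye, quantifies aggregates formed when 20 uM heparin acts on human tau K18 P301L for 6 hr at 37 C.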
Tau fibril FP: blocks human tau fibril formation measured by polarization; actives 0.39% (n = 280,000); K18 P301L tau heparin fibrillization, Alexa594 FP, 6 h; P10636; Potency, µM (series often up to 57.7 µM), without a hit: at the top dose activity, negative = inhibition, actives largely listed as inhibitors; also: % is scaled to controls: 0 for no effect and ±100 for the full control effect; nearly all actives have a fitted effect of over 55% in size
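K18 P301L tau (15 uM unlabeled/0.24 uM Alexa 594-labeled, final) + compound + heparin 20 uM final; 100 mM NaOAc pH 7; 6 hr 37 C; ThT 30 uM final added, 1 hr RT; FP ex 555/em 632 nm.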
GAA glycogen mod: GAA glycogen-cleavage inhibition or activation; P10253; recombinant GAA, glycogen substrate, Amplex Red glucose oxidase fluorescence; Potency, µM (top dose mostly 76.4 µM), without a hit: top-dose activity change, negative = inhibition, actives largely listed as inhibitors; actives 0.38% (n = 300,000);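 also: 0% = full enzyme reaction and -100% = no-enzyme basal signal; the screen sought inhibitors and activators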
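qHTS, 1536-well; enzyme 4 nM final; cpd up to 77 uM; substrate bovine liver glycogen 30 ug; 50 mM citrate/phosphate pH 5.0, 0.01% Tween-20; 37 C, 40 min; Amplex Red detection 45 min RT; Hill fit → AC50.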
Tau fluor counter: counter-screen for tau fibril formation inhibitors; tau K18 P301L (four-repeat tau fragment) Alexa594 fluorescence, heparin fibrillization; Potency, µM (top dose mostly 57.7 µM), without a hit: top-dose activity change, negative = decrease; actives 0.93% (n = 280,000); also: % is scaled to controls: 0 for no effect and ±100 for the full control effect; nearly all actives have a fitted effect of over 55% in size
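Human K18 P301L tau (15 uM unlabeled plus 0.24 uM Alexa 594-labeled, final) in 100 mM sodium acetate pH 7 was mixed with compound and 20 uM heparin and incubated 6 hr at 37 C.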
GAA inhib: alpha-glucosidase (human) inhibition; P10253; Potency, µM (series often up to 76.9 µM), for inactives: top-dose activity change, negative = inhibition, actives largely listed as inhibitors; AID 1466; actives 0.005% (n = 200,000); purified human GAA, 4-MU-alpha-glucoside fluorescence;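 also: plate controls were uninhibited enzyme wells for no effect and no-enzyme background for full effect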
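Enzyme (4 nM final) mixed with compound (up to 77 uM), then 4-MU-alpha-D-pyranoside (400 uM final) added; 20 min at room temperature, pH 5.0. Reaction stopped at pH 10, fluorescence read, AC50 derived by Hill fit.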
Starred values were filed as active, the others as inactive; ? = inconclusive; · = not tested or not shown; [ ] = another dose, or the depositor's remark. Calls follow the shape of the dose curve; as a rule, active = well fitted curve in the direction sought with a large enough effect; inconclusive = small, poorly fitted or top-dose-only effect, or another doubt; inactive = no such curve, though single readings can be large; an effect the other way counts as inactive or inconclusive. Potency is read from the fitted curve at half-maximal effect. An unsorted share of the library; about 3.3% have a hit in one of these screens.

Every second line gives: GAA inhib, aGal spleen mod, Tau fluor counter, GAA spleen mod, HTT ATP protect, Tau fibril FP, Tau ThT inhib, GAA glycogen mod
CCc1ccc(OCC(=O)Nc2ccc3oc(-c4ccc(OC)cc4)nc3c2)cc1
→ ·, ·, -2%, ·, ·, -4%, ?, 5%[76.3 µM]
CCOC(=O)OCC1C=C[C@H](c2cc(-c3ccccc3)ccc2O)C(c2ccc(C(C)=O)cc2)O1 (stereo partly specified)
→ ·, 4%[17.5 µM], ?, -4%[17.4 µM], ?, 4%[11.6 µM], 2%[11.5 µM], ·
COc1ccc(N2CC(C)Cn3c2nc2c3c(=O)n(Cc3ccc(F)cc3)c(=O)n2C)c(OC)c1 (stereo unspecified)
→ -1%, 5%, -19%, -11%, -26%[0.074 µM], 5%, -10%, -4%
Cc1nn(CCc2nc(-c3ccco3)cs2)c2[nH]c(=O)cc(C(F)(F)F)c12
→ -14%, 2%, -16%, 4%, -11%[10 µM], ?, 25µM*, -10%
COc1c(C)oc2cc(O)ccc2c1=O
→ ?, ?, 6%, 14%, 9%[10 µM], 3%, 5%, 2%
COc1ccc(OC)c(NC(=O)Cn2c(=O)n(-c3ccc(Cl)cc3)c(=O)c3c(C)c(C)sc32)c1
→ ·, ·, -17%, ·, ·, -16%, 5%, -5%[76.3 µM]
O=C(Cn1cncn1)c1ccc(F)cc1F
→ 2%, -5%, 5%, -5%, 0%[0.074 µM], 2%, 5%, 0%
CC(=O)N(C)c1ccc(C(O)(C(F)(F)F)C(F)(F)F)cc1
→ -4%, -1%, -3%, 2%, -37%, -6%, -1%, -5%
CCN=C1S/C(=C\c2cn(C(C)=O)nc2-c2ccccc2)C(=O)N1CC
→ -10%, ?, -21%, -7%, -15%[10 µM], -3%, -15%, 0%
COC(=O)c1ccccc1NC(=O)c1cc2c(s1)-c1ccccc1OC2
→ ·, ·, -23%, ·, ·, -17%, ?, -9%[76.3 µM]
CCNC(=O)NC(=O)C(C)OC(=O)c1cc(S(=O)(=O)N2CCCCCC2)ccc1OC (stereo unspecified)
→ -4%, -1%, -12%, -13%, -9%, 0%, -10%, 7%
CCN(C(=O)Cn1c(=O)n(CCCS(=O)(=O)C2CCCCC2)c(=O)c2ccccc21)c1cccc(C)c1
→ ·, ·, -8%, ·, ·, 5%, -12%, -5%[76.3 µM]
CS(=O)(=O)NCCNc1ccc(C(F)(F)F)cc1[N+](=O)[O-]
→ ?, -8%, -2%, -11%, 24%[10 µM], -3%, -18%, 6%
CCc1ccc(C(=O)COC(=O)[C@@H](NC(N)=O)[C@@H](C)CC)cc1
→ 1%, 6%, -6%, 0%, -19%, 3%, -4%, -6%
C[C@@H]1CC[C@H]2C(=O)N3[C@@H](CC[C@@H](C)[C@@H]3c3ccc(Br)cc3)C(=O)N2[C@@H]1c1ccc(Br)cc1
→ ·, -9%[17.5 µM], -9%[11.6 µM], -5%[17.4 µM], 19%[10 µM], -3%[11.6 µM], -7%[11.5 µM], ·
COc1ccc(OC)c(CNC(=O)c2cc3cc4ccc(OC)cc4nc3o2)c1
→ ·, ·, ?, ·, ·, ?, -14%, -7%[76.3 µM]
Cc1cc(=O)n2nc(N3CCC(C(=O)Nc4c(C)cccc4C)CC3)sc2n1
→ ·, ·, 4%, ·, ·, 9%, -17%, -13%[76.3 µM]
CCOC(=O)CNC(=O)N1CCCC(CNS(=O)(=O)Cc2ccccc2)C1 (stereo unspecified)
→ 7%, 2%, -8%, 3%, -2%[10 µM], -2%, -4%, 1%
COC(=O)Cc1cc(=O)[nH]c(Nc2nc3ccccc3o2)n1
→ -3%, 3%, -2%, -11%, -2%[10 µM], -1%, ?, -6%
CCOC(=O)N1CCN(C(=O)CN(c2cc(C)ccc2OC)S(=O)(=O)c2ccc(C)cc2)CC1
→ ·, ·, -5%, ·, ·, 8%, -4%, 6%[76.3 µM]

Among those listed so far, 3 have a CF3 group.
Every second line gives: GAA inhib, aGal spleen mod, Tau fluor counter, GAA spleen mod, HTT ATP protect, Tau fibril FP, Tau ThT inhib, GAA glycogen mod
Cc1nn(CCc2nc(-c3ccco3)cs2)c2[nH]c(=O)cc(C(F)(F)F)c12
→ -14%, 2%, -16%, 4%, -11%[10 µM], ?, 25µM*, -10%
CC(=O)N(C)c1ccc(C(O)(C(F)(F)F)C(F)(F)F)cc1
→ -4%, -1%, -3%, 2%, -37%, -6%, -1%, -5%
CS(=O)(=O)NCCNc1ccc(C(F)(F)F)cc1[N+](=O)[O-]
→ ?, -8%, -2%, -11%, 24%[10 µM], -3%, -18%, 6%

(more compounds)
Every second line gives: GAA inhib, aGal spleen mod, Tau fluor counter, GAA spleen mod, HTT ATP protect, Tau fibril FP, Tau ThT inhib, GAA glycogen mod
O=C(O)COc1ccccc1C(Nc1cccnc1)c1cc(Cl)c2cccnc2c1O (stereo unspecified)
→ 0%, 1%, -25%, -2%, -24%, 32µM*, 18µM*, -1%
Cc1cc(NC(=O)CN2CCC(O)(c3cccc(F)c3)CC2)no1
→ 4%, 4%, 0%, 0%, -5%[10 µM], -3%, -3%, 6%
Nc1nc(SCC(=O)Nc2cccnc2Cl)n[nH]1
→ 4%, 6%, 8%, 5%, 7%, 7%, 6%, 12%
Cc1c(-c2ccccn2)c(=O)[nH]n1-c1ccc(F)cc1
→ 2%, -1%, -8%, -13%, -147%, -4%, -16%, -6%
CC(C)c1nc2ccc(NC(=O)C3CCCCC3)cc2[nH]1
→ 2%, -6%, 4%, -8%, 2%[10 µM], -1%, 2%, 3%
COc1ccc(C(=O)N(CN2CCCC2=O)c2nccs2)cc1OC
→ -4%, -6%, -8%, -8%, -6%, 0%, -19%, -4%
O=C(CSc1nc2nc(-c3cccs3)cc(C(F)(F)F)c2c(=O)[nH]1)Nc1ccc(F)c(F)c1
→ ?, 9%, -18%, 5%, -25%, -11%, -2%, 23%
Cc1ccc(NC(=O)Nc2ccc3c(c2)N(C)C(=O)c2ccccc2S3)c(C)c1
→ ·, ·, -9%, ·, ·, -3%, -13%, 13%[76.3 µM]
COc1cccc(OC)c1OCCCN1CCOCC1
→ -3%, 7%, 3%, 0%, -3%, 3%, -13%, 3%
COc1ccc(CCNC(=O)C(=O)NCC2OCCN2S(=O)(=O)c2ccc(Br)cc2)cc1OC (stereo unspecified)
→ ?, -15%, -10%, -18%, 14%[10 µM], 8%, -12%, -6%
Cc1cc(C)c2oc(-c3cccc(NC(=O)COc4ccccc4Cl)c3C)nc2c1
→ ·, ·, -17%, ·, ·, -1%, ?, -15%[76.3 µM]
Cn1c(SCC(=O)NCc2ccc3c(c2)OCO3)nc2scc(-c3cccs3)c2c1=O
→ -6%, -5%, -10%, -5%, -29%, 3%, -6%, 6%
O=C(CC1COc2ccccc2O1)NC1CCCCC1 (stereo unspecified)
→ -3%, 1%, -7%, -3%, -9%, 4%, -13%, 7%
CCOc1ccccc1C(=O)NCC(=O)OCc1c(C)noc1C
→ 2%, 4%, 1%, 6%, 19%[10 µM], 0%, 2%, 4%
Cc1cccc(NC(=O)Cn2c(/C=C/c3ccccc3)nc3ccccc32)c1
→ ?, 22%, ?, -4%, 2%[10 µM], ?, -17%, 15%
CCOC(=O)C1CCN(Cc2cc(=O)n3c(-c4ccccc4)csc3n2)CC1
→ -1%, -6%, 0%, -4%, -24%, 7%, 0%, 0%
O=C(Nc1ccc(N2CCCC2)c(Cl)c1)c1ccc([N+](=O)[O-])cc1
→ 5%, 8%, ?, -9%, -1%[10 µM], 3%, ?, 2%
N#Cc1ccccc1OCCCNC1CCCC1
→ -3%, -1%, 3%, 3%, -10%, 1%, -3%, 24%
CC(=O)c1ccc(OCCCC(=O)Nc2ccc(C)c(S(=O)(=O)N(C)C)c2)cc1
→ 5%, 0%, -6%, -1%, -6%[10 µM], 5%, -9%, 8%
O=C(CSc1nnc(Cc2cccs2)n1-c1ccccc1)NCc1ccc2c(c1)OCO2
→ -6%, 1%, -6%, 2%, 5%[0.074 µM], 5%, -15%, 0%
Cc1ccc(-c2nnc(-n3nnc4ccccc43)c3ccccc23)cc1
→ ?, -25%, -14%, -2%, -52%[inhibitor], 5%, -17%, -4%
CCN1C(=O)C(CC(=O)Nc2ccc(OC)cc2)N(Cc2ccc3c(c2)OCO3)C1=S (stereo unspecified)
→ 1%, -10%, -28%, -9%, 7%[10 µM], 4%, -8%, 3%
COc1ccc(F)cc1S(=O)(=O)Nc1cccc(C(=O)O)c1
→ 5%, -3%, -3%, -5%, ·, -2%, 2%, 6%
COCCCNC(=O)/C(C#N)=c1\s/c(=C\c2ccccc2OC(F)F)c(=O)n1CCCOC
→ 0%, 5%, -5%, 6%, -8%[1.9 µM], 8%, -2%, 3%
O=C(CC1CS(=O)(=O)CC1CC(=O)Oc1ccccc1F)Oc1ccccc1F (stereo unspecified)
→ -17%, 5%, -6%, -2%, ·, -4%, ?, -10%
NC(=O)CC(NC(=O)c1ccccc1)c1ccc(NC2CCC2)c([N+](=O)[O-])c1 (stereo unspecified)
→ ·, 2%, -9%, -10%, -16%[10 µM], 3%, ?, -18%
COc1ccccc1NC(=O)c1ccc(CS(=O)(=O)c2ccc(C)cc2)cc1
→ 4%, -6%, -3%, 14%, 3%, 2%, 0%, 9%
Cc1cnc(CNc2ncnc3ccc(-c4ccccc4C#N)cc23)cn1
→ ·, 5%, -6%, 2%, 2%, -7%, -1%, ·
CC1Cc2ccccc2N1C(=O)CSc1nnc(-c2ccc(S(=O)(=O)N3CCOCC3)cc2)n1C (stereo unspecified)
→ -7%, 4%, -4%, -16%, 6%[10 µM], 1%, -8%, 8%
CCSc1nnc2c(n1)OC(c1ccc(OC)cc1OC)N(C(C)=O)c1ccccc1-2 (stereo unspecified)
→ ·, ·, -10%, ·, ·, -6%, -11%, -7%[76.3 µM]
CC(=O)Nc1ccc(S(=O)(=O)N2CCSC2C(=O)O)cc1 (stereo unspecified)
→ -14%, 10%, -1%, -19%, -1%, 5%, -15%, 2%
O=c1nc2cccc3c2=c(/c1=C(\O)c1ccccc1)c1ccccc1c3=O
→ -8%[15.4 µM], -13%, ?, 2%, -6%[10 µM], ?, ?, 3%

High-throughput results (PubChem)
